Assay outcomes: PubChem BioAssay, National Center for Advancing Translational Sciences (NCATS)
LDHA inh: inhibitors of human lactate dehydrogenase A; P00338; AID 1347041; purified LDHA, NADH/diaphorase-resazurin fluorescence; hits give low values; 480,000 tested, 0.15% active; activity change, % (values are at about 110 or 230 µM); in the data active means activity change below about -30%; inconclusive means mostly about -25% to -30%;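 further: plate controls were DMSO wells for no effect and wells without enzyme for full effect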
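Remaining NADH was detected by diaphorase (0.133 mg/mL) converting 37 µM resazurin to fluorescent resorufin, read at 0 and 20 minutes. The preceding 5-minute room-temperature reaction used 2 nM LDHA, 0.2 mM sodium pyruvate and 0.06 mM NADH at pH 7.4.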
GRP78 ERSR act: induces the endoplasmic reticulum stress response in human glioma cells; U87-MG GRP78 promoter luciferase reporter, 16 h; 420,000 tested, 0.02% active; Potency, µM, without a hit: at the top dose activation, actives largely listed as activators; further: potency means the concentration at half of the fitted maximal effect; series mostly up to about 76 µM; % of control where 0% means no effect; nearly all actives have a fitted effect of over 35% in size
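ERSR induction read as luciferase luminescence (Bright-Glo, 10 min at room temperature) in stably transfected human U87-MG glioma cells exposed to compounds for 16 h, using GRP78 as sensor.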
Vif-APOBEC3F blk: Vif-A3F binding inhibition. HeLa A3F-eYFP + Vif (tagged APOBEC3F with the HIV-1 protein that degrades it), YFP fluorescence increase. 390,000 tested, 0.2% active. Potency, µM (highest dose often 46.1 µM), inactives show top-dose activity, negative = active; further: potency means the concentration at half of the fitted maximal effect; % of control where 0% means no effect; nearly all actives have a fitted effect of over 65% in size
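HeLa cells stably expressing Vif plus C-terminally eYFP-tagged A3F were seeded, incubated overnight at 37 deg C, dosed with compound, incubated overnight again at 37 deg C. Yellow fluorescence (Ex 488/Em 500-530) reported blocked Vif-mediated A3F-eYFP degradation.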
TrxR1 substrate: substrates of rat thioredoxin reductase 1; AID 588456; purified TrxR1 substrate turnover, NADPH consumption readout; Potency, µM (series often up to 114 µM), inactives show at the highest dose activity change, negative = substrate turnover; 390,000 tested, 0.01% active; further: potency means the concentration at half of the fitted maximal effect; on the % scale 0 is the no-effect control and ±100 the full control effect; nearly all actives have a fitted effect of over 50% in size
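Rat TrxR1, dispensed at 90 nM, was prereduced with 400 uM NADPH (final) for 5 min at ~22 deg C, then incubated with compound 15 min before 400 uM selenite. A first-read NADPH fluorescence drop versus no-compound background flagged substrates.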
USP1-UAF1 inh: blocks the human USP1/UAF1 deubiquitinase complex. O94782. recombinant USP1/UAF1, Ub-Rhodamine cleavage fluorescence. Potency, µM (titrated, usually from 57.1 µM), without a hit: top-dose activity change, negative = inhibition, hits mostly inhibitors. 390,000 tested, 0.23% active; further: potency means the concentration at half of the fitted maximal effect; on the % scale 0 is the no-effect control and ±100 the full control effect; nearly all actives have a fitted effect of over 60% in size; inactives centre near -12
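Step one: compound is pinned into 1nM USP1/UAF1 in HEPES pH 7.8 buffer with TCEP. Step two: 15 min room-temperature incubation. Step three: Ub-Rho (150nM final) starts cleavage, tracked by fluorescence over six one-minute reads.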
mIDH1 inhibitor: human IDH1 R132H inhibition; 390,000 tested, 0.093% active; O75874; IDH1-R132H enzyme, NADPH consumption, diaphorase/resazurin fluorescence; Potency, µM (titrated, usually from 76.6 µM), inactives show at the highest dose activity change, negative = inhibition, hits mostly inhibitors; AID 602179; further: potency means the concentration at half of the fitted maximal effect; on the % scale 0 is the no-effect control and ±100 the full control effect; nearly all actives have a fitted effect of over 65% in size
Target sequence (O75874 whole entry R132H, stated change not applied): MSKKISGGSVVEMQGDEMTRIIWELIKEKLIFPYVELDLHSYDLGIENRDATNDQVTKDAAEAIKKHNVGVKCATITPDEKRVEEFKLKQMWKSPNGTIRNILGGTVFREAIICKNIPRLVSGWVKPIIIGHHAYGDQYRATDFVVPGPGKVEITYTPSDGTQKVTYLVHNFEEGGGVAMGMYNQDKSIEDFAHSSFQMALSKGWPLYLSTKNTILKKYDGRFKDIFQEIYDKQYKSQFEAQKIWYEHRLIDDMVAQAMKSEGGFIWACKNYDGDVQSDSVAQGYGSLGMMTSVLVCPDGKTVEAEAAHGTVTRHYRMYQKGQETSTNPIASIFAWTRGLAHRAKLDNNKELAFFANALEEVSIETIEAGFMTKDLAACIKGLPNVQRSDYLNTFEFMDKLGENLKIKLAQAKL
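IDH1-R132H (0.5 ug/mL dispensed) in pH 7.5 Tris buffer was preincubated 30 min with compound, then given a substrate mix of 0.016 mM NADPH and 2 mM alpha-KG for 80 min at room temperature; remaining NADPH was read by diaphorase/resazurin fluorescence.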
TrxR1 inh: blocks rat thioredoxin reductase 1 | O89049 | recombinant rTrxR1, NADPH fluorescence consumption, selenite substrate | Potency, µM (titrated, usually from 114 µM), for the others: at the highest dose activity change, negative = inhibition, actives largely listed as inhibitors | 390,000 tested, 1% active; further: potency means the concentration at half of the fitted maximal effect; on the % scale 0 is the no-effect control and ±100 the full control effect; nearly all actives have a fitted effect of over 65% in size
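Rat TrxR1 (90 nM in the dispensed reagent) was pre-reduced with 400 uM NADPH for 5 min at room temperature, then incubated with compound for 15 min. After 400 uM selenite was added, NADPH fluorescence (Ex 340/Em 450 nm) was followed for 8 min.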
Vif-A3G inh: inhibitors of Vif-APOBEC3G interaction; Q9HC16; HeLa A3G-eYFP + Vif (tagged APOBEC3G with the HIV-1 protein that degrades it), YFP fluorescence, overnight; Potency, µM (series often up to 46.1 µM), for the others: at the highest dose activity, negative = active, hits mostly inhibitors; 410,000 tested, 0.076% active; AID 602310;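 further: potency means the concentration at half of the fitted maximal effect; on the % scale 0 is the no-effect control and ±100 the full control effect; nearly all actives have a fitted effect of over 60% in size; hits raise eYFP signal because A3G escapes Vif-driven loss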
Target sequence (Q9HC16 whole entry, looked up): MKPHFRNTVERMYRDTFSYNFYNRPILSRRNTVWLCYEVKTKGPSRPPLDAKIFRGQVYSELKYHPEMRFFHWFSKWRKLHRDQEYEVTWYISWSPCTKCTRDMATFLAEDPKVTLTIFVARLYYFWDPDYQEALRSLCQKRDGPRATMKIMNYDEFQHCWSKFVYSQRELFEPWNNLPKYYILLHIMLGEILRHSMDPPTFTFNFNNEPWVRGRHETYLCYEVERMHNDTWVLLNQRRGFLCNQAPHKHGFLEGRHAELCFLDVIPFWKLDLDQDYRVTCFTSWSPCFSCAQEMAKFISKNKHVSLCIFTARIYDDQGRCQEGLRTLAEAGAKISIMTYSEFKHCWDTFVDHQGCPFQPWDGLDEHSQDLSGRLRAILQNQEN
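HeLa cells stably expressing Vif and C-terminally eYFP-tagged A3G, seeded overnight at 37 deg C, then exposed to compound by pintool overnight at 37 deg C. Rise in yellow fluorescence (Ex 488/Em 500-530, Acumen) marks blocked Vif-driven A3G degradation.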
RGS4 inhibitor: human RGS4 inhibition. Transcreener GDP fluorescence polarization, RGS4-accelerated GTP hydrolysis. 390,000 tested, 0.039% active. Potency, µM (doses to about 114 µM), for inactives: at the top dose activity change, negative = inhibition, usual class: inhibitors; further: potency means the concentration at half of the fitted maximal effect; on the % scale 0 is the no-effect control and ±100 the full control effect; nearly all actives have a fitted effect of over 75% in size; some results filed as inactive show a strong effect at the top dose
Target sequence (P49798 whole entry, looked up): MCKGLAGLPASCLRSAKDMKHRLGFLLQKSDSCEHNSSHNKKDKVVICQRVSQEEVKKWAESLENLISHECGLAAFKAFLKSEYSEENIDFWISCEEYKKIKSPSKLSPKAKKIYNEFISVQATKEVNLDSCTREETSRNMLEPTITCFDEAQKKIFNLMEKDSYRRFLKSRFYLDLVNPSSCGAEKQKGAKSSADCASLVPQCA
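MLSMR compounds (23 nl, pin-transferred) preincubated 10 min at room temperature with a 500nM (2x) first reagent, then RGS4 at 900nM (2x) plus Transcreener GDP mix added; fluorescence polarization (620/688 nm) read before and after 90 min at 30 °C.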
Numbers without * were called inactive; u = inconclusive; x = not tested or not shown; & = joins results of further samples; [ ] = remark or other dose. Unless noted, the call rests on the fitted dose curve; in most records, active means well fitted curve in the direction sought with a large enough effect; inconclusive means small, poorly fitted or top-dose-only effect, or another doubt; inactive means no such curve, though single readings can be large; an effect the other way counts as inactive or inconclusive.

SMILES	LDHA inh	GRP78 ERSR act	Vif-APOBEC3F blk	TrxR1 substrate	USP1-UAF1 inh	mIDH1 inhibitor	TrxR1 inh	Vif-A3G inh	RGS4 inhibitor
N#CCc1ccc(NS(=O)(=O)c2ccc(C3CCCCC3)cc2)cc1	-1	0%	6%	0%	-17%	-2%	13%	-1%	-6%
CCOc1cc(N2CCOCC2)c(OCC)cc1NC(=O)C1CC(=O)N(c2ccc(C)cc2)C1 (stereo not drawn)	3	-3%	-15%	2%	-26%	-1%	13%	3%	13%
COc1ccc(/C=C2\Sc3ccc(C(=O)NCc4cccnc4)cc3N(C)C2=O)cc1OC	5	-7%	10%	-8%	-20%	-4%	u	-2%	u
O=[N+]([O-])c1ccc2c(c1)C(N1CCOCC1)/C(=C/COc1ccc(F)cc1)O2 (stereo not drawn)	0	-2%	-7%	3%	-10%	5%	27%	4%	-6%
CCN(CC)c1nc2c(s1)C(=O)NCCC2	-6	1%	1%	5%	4%	-1%	-10%	1%	16%
CCCN(CCC)C(=O)C1c2ccccc2Oc2ccccc21	-8	-3%	-3%	-1%	-5%	1%	8%	-1%	-6%
CCC1CN(C(=O)N2CCC(C(=O)NCc3cccc(F)c3)CC2)c2cc(C)ccc2O1 (stereo not drawn)	-2	-4%	-2%	7%[11.4 µM]	-21%	-11%	-1%	4%	1%
O=C(NCc1ccccc1)C1CCN(S(=O)(=O)c2ccc(N3CCCC3=O)cc2)CC1	-8	-3%	9%	3%	-1%	-3%	21%	9%	35%
CCS(=O)(=O)c1nc(NC(C)=O)n[nH]1	-1	-1%	0%	9%[57.1 µM]	3%	10%	16%	1%	9%[11.4 µM]
Cc1ccc(C(=O)Nc2cccnc2Oc2ccc(Cl)cc2)cc1	0	1%	16%	2%	-19%	4%	20%	-11%	-2%
O=C1NC(O)(c2ccccc2)Oc2ccccc21 (stereo not drawn)	4	3%	0%	-5%	x	x	1%[57.1 µM]	-10%	11%
COc1ccc(S(=O)(=O)NCCSC(C)(C)C)cc1	-7	-7%	-3%	3%	-13%	4%	25%	5%	-10%
COCCOC(=O)c1c(NC(=O)COC(=O)Cc2cccc(OC)c2)sc(C(N)=O)c1C	0	-5%	-14%	14%	-26%	2%	24%	1%	-12%
COC(=O)c1sc(N2C(=O)c3oc4ccccc4c(=O)c3C2c2cccc(O)c2)nc1C (stereo not drawn)	-19	0%	-2%	-3%	-8%	-3%	5%	1%	3%
COc1ccc(CCC(C)NCc2cc(OC)cc(OC)c2)cc1 (stereo not drawn)	-3	-2%	1%	4%	-21%	-6%	19%	2%	-24%
CC(C)(C)c1cc(C(=O)NC2CC2)n(Cc2ccc(F)cc2)n1	-2	-3%	16%	-3%	-14%	4%	22%	-2%	25%
CCCCSc1nc2ccccc2[nH]1	0	0%	0%	-2%	-13%	-1%	17%	-4%	12%
CCOC(=O)N1CCC(NC(=O)c2cccc3c2C(=O)N(CCOC)C3)CC1	1	-3%	5%	6%[57.1 µM]	-8%	-3%	13%	2%	21%
CCc1ccccc1NC(=O)CN(c1ccccc1OC)S(=O)(=O)c1ccc(C)cc1	0	-1%	5%	-1%	-8%	1%	17%	0%	19%
Cc1ccc2nc(-c3ccc4c(c3)NC(=O)CO4)cn2c1	-6	-5%	-24%	21%	-27%	13%	15%	-11%	-2%
Cc1oc2ncn(CC(C)C)c(=O)c2c1C(=O)N(Cc1ccccc1)C(C)C	-12	-3%	0%	-10%	-3%	-7%	0%	-1%	16%
COc1cccc(C(C(=O)NCC2CCCO2)N(C(=O)Cn2nnc3ccccc32)c2ccc(NC(C)=O)cc2)c1 (stereo not drawn)	-4	-5%	-4%	12%	-18%	-4%	30%[activator]	1%	2%
CCOC(=O)COc1ccc2c(c1)C(=O)CC(C)(c1cccnc1)O2 (stereo not drawn)	-3	-1%	-9%	190%[activator]	-1%	3%	32%	2%	-11%
COCC(=O)N1CCC(Oc2ccc(C(=O)NC3Cc4ccccc4C3)cc2)CC1	-7	-4%	1%	1%	5%	-3%	7%	0%	9%
CC(=O)Nc1ccccc1NC(=O)C(F)(F)F	-4	-3%	-14%	-5%	-20%	-5%	-9%	0%	8%
CCOc1ccccc1NC(=O)Cn1nnc(-c2ccc(OCC)c(OCC)c2)n1	-11	0%	-6%	11%	u	8%	28%	1%	24%
CCN1C(=O)/C(=C/c2cn(C)nc2C)SC1=S	6	-3%	-9%	0%	-17%	1%	8%	2%	-14%
N#CCC(=N)N1CCN(c2cccc(Cl)c2)CC1	-3	1%	1%	-6%[57.1 µM]	u	8%	-17%	-2%	-10%
CN(CC(=O)Nc1ccc(Cl)c(C(F)(F)F)c1)C(=O)CCCc1nc2ccccc2c(=O)[nH]1	-5	-7%	-2%	5%	-11%	28%	9%	1%	1%
CCc1cc(-c2[nH]ncc2-c2nc3ccccc3n2C)c(O)cc1O	0	-5%	6%	0%	0%	8%	12%	-11%	41%
CCOc1ccccc1N1CCN(CC(=O)c2c(N)n(C)c(=O)n(C)c2=O)CC1	3	-1%	-1%	-12%[57.1 µM]	-21%	7%	28%[57.1 µM]	0%	-18%
CCOc1ccc(-n2c(SCC(=O)Nc3ccc(CC)cc3)nc3c(oc4ccccc43)c2=O)cc1	-2	-1%	-7%	8%[2.29 µM]	-5%	4%	18%	1%	-4%
Cc1ccc(C)c(NC(=O)c2ccccc2NS(=O)(=O)c2cc([N+](=O)[O-])ccc2C)c1	-2	-7%	-1%	3%	-23%	-11%	5%	7%	8%[11.4 µM]
Cn1c(CN2CCC(C(N)=O)CC2)c(C#N)c2ccccc21	0	-7%	-1%	8%	-6%	-3%	-3%	2%	-28%[56.9 µM]
O=C(Cn1ncc2c([nH]c3ccccc32)c1=O)NCCCN1CCN(c2ccccc2)CC1	-2&-9	3%&1%	0%&-5%	12%[57.1 µM]	-17%&-23%	9%&-5%	24%[57.1 µM]	5%&11%	-8%[56.9 µM]
Cc1cc(CNCc2cn(C)nc2-c2ccc(Oc3ccccc3)cc2)on1	-9	-6%	-13%	-7%	-18%	2%	2%	-1%	19%
COc1cc(Cl)c(C)cc1NC(=O)[C@@H]1CCCN1C(=O)c1cccs1	-14	-4%	10%	2%	-4%	5%	12%	2%	15%
CCCCSc1nc(NCc2ccco2)c2c3c(sc2n1)COC(C)(C)C3	1	6%	-4%	5%	-20%	-1%	-12%	1%	-3%
CCOc1ccccc1N(CC(=O)NC1CCCCC1)C(=O)CCCC(=O)Nc1ccccn1	-5	-1%	-1%	-7%	-3%	-4%	-3%	-6%	-3%
CC(C)CCn1c(CN2CCOCC2)nc2c1c(=O)n(C)c(=O)n2C	-8	-1%	-2%	4%[57.1 µM]	-20%	-6%	14%[57.1 µM]	0%	-17%

At a glance, part of the list above:
SMILES	LDHA inh	GRP78 ERSR act	Vif-APOBEC3F blk	TrxR1 substrate	USP1-UAF1 inh	mIDH1 inhibitor	TrxR1 inh	Vif-A3G inh	RGS4 inhibitor
Cc1oc2ncn(CC(C)C)c(=O)c2c1C(=O)N(Cc1ccccc1)C(C)C	-12	-3%	0%	-10%	-3%	-7%	0%	-1%	16%
COc1cccc(C(C(=O)NCC2CCCO2)N(C(=O)Cn2nnc3ccccc32)c2ccc(NC(C)=O)cc2)c1 (stereo not drawn)	-4	-5%	-4%	12%	-18%	-4%	30%[activator]	1%	2%
CCOC(=O)COc1ccc2c(c1)C(=O)CC(C)(c1cccnc1)O2 (stereo not drawn)	-3	-1%	-9%	190%[activator]	-1%	3%	32%	2%	-11%
COCC(=O)N1CCC(Oc2ccc(C(=O)NC3Cc4ccccc4C3)cc2)CC1	-7	-4%	1%	1%	5%	-3%	7%	0%	9%
CC(=O)Nc1ccccc1NC(=O)C(F)(F)F	-4	-3%	-14%	-5%	-20%	-5%	-9%	0%	8%

Next part:
SMILES	LDHA inh	GRP78 ERSR act	Vif-APOBEC3F blk	TrxR1 substrate	USP1-UAF1 inh	mIDH1 inhibitor	TrxR1 inh	Vif-A3G inh	RGS4 inhibitor
CCOC(=O)Nc1ccc2nc(N3CCCCCC3)sc2c1	4	-4%	-3%	-10%[57.1 µM]	-6%	-2%	-11%[57.1 µM]	u	6%
O=C(Nc1nc(-c2cccnc2)cs1)c1ccc(S(=O)(=O)N2CCOCC2)cc1	-5	-4%	1%	-7%	-19%	2%	10%	0%	-10%
COc1ccc(S(=O)(=O)Cc2ccc(C(=O)NCCCN(C)c3ccccc3)o2)cc1	18	-4%	-4%	-4%	-3%	0%	4%	-6%	-28%
CCN(CCCNC(=O)Cn1ncc2c([nH]c3ccc(C)cc32)c1=O)Cc1ccccc1	-5&-5	0%&3%	12%&-6%	18%&13%	-18%&-3%	0%&-17%	7%&6%	-7%&-4%	-9%&-17%

These rows are one share of the data, so the mix of outcomes need not match the whole.
